MC4R antag cAMP: blocks human MC4R cAMP signaling. MC4R-expressing cells, MTII-stimulated cAMP, LANCE TR-FRET. inhibition, % at 6.5 µM. P32245. 360,000 tested, 0.48% active. AID 540295;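 active = inhibition above its plate's cutoff, the mean of tested wells on that plate plus 3 SD, cut at about 29% in these data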;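 note: 0% = Melanotan II alone and 100% = Melanotan II plus saturating MCL0020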
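system = U2OS cells with stable human MC4R expression | also added = Melanotan II challenge after compound preincubation | dosing = one concentration, 6.5 µM nominal | incubation = compound 30 min, challenge 1 h, detection 1 h | measured by = TR-FRET with Eu-cAMP and labeled anti-cAMP, 671 nm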
Cardio protect: protects H9c2 cardiomyocytes from peroxide injury; AID 588492; H2O2 injury protection, ATPLite, 2 h; protection from H2O2 cell death, % at 20 µM; 360,000 tested, 0.63% active;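 active = compounds giving at least 50% protection of heart cells from peroxide-induced death in the single-dose screen, raw or plate-pattern-corrected value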;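 note: 0% = DMSO wells with peroxide and 100% = DMSO wells without peroxide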
HTR2A ag: mouse HTR2A agonism via beta-arrestin recruitment. CHO-K1 mHTR2A beta-arrestin complementation, luminescence; percent of 30 µM serotonin response. activation, % at 7.6 µM. 360,000 tested, 0.66% active;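 active = activation above a run cutoff, the mean activation of all tested compounds plus 3 SD, cut at about 14% in these data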;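 note: 0% = plate median of compound wells and 100% = 30 µM serotonin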
aDG glyco act: increases alpha dystroglycan glycosylation; 360,000 tested, 0.22% active; AID 624168; Pro5-aDG cells, alpha-DG glycosylation AlphaScreen (IIH6); 0% Pro5, 100% B10-LARGE cell signal; activation, % at 10 µM;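 active = activation of at least 8% versus controls, or a plate z-score of at least 8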;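 note: Pro5 are CHO cells carrying HIG-tagged alpha-DG that lacks glycosylation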
ABCB6 inh MLPCN: inhibitors of human ABC transporter ABCB6; 360,000 tested, 0.19% active; Q9NP58; K562-ABCB6 porphyrin accumulation, flow cytometry, 1 h; active compounds read low; fluorescence ratio to DMSO, % at 10 µM;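 active = fluorescence ratio to DMSO below 75%, the collection mean minus 3 SD; inconclusive = too few cells collected in the well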;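 note: signal is porphyrin accumulated inside mitochondria; 100% equals median channel fluorescence of DMSO control wells; lower ratio means ABCB6 inhibition with less porphyrin fluorescence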
Glyco luc inh: blocks N-linked glycosylation in D54 reporter cells. D54 ERlucT glycosylation luciferase reporter, 24 h; percent of 100 nM tunicamycin response. reporter increase, % at 12.5 µM. 360,000 tested, 0.23% active. AID 588692;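 active = mean luciferase reporter signal, scaled so untreated is 0 and the glycosylation-blocking control 100, at or above a set limit in every replicate; inconclusive = mean reaches the limit but not every replicate does; inactive = mean below the limit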;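 note: luciferase carries N-glycosylation sites so blocking glycosylation raises the light; 0% = median of neutral control wells and 100% = median of 100 nM tunicamycin wells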
ABHD5-PLIN5 inh: blocks binding of human ABHD5 to perilipin-5. Q00G26+Q8WTS1. Split G. princeps luciferase complementation, luminescence, 4 h. inhibition, % at 4 µM. 360,000 tested, 0.78% active;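 active = inhibition above the mean inhibition across every tested compound plus 3 SD, cut at about 22% in these data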;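 note: 0% = DMSO only wells and the 100% control is not disclosed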
Target sequence (Q00G26 whole entry, looked up): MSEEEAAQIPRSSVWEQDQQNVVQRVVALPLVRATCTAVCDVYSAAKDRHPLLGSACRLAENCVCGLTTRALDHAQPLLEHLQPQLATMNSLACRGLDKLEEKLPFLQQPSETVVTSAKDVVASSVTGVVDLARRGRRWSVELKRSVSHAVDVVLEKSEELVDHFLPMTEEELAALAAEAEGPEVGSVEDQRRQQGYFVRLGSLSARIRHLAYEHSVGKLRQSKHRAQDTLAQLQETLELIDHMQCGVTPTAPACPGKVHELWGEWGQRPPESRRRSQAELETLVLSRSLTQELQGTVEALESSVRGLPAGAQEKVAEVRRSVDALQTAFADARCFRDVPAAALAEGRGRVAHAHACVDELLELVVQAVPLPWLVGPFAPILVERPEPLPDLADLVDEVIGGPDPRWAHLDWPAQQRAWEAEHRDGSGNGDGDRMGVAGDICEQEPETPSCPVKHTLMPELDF
Target sequence (Q8WTS1 whole entry, looked up): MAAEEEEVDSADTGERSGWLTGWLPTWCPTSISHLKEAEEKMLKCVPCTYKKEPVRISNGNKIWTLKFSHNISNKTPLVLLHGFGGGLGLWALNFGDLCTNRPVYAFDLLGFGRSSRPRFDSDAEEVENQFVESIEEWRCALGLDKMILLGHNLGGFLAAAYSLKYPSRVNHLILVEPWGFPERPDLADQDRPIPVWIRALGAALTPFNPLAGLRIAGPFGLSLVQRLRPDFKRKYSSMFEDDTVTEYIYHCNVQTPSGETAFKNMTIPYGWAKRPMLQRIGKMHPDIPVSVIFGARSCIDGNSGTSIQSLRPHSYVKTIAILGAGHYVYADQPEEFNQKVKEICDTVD
iPSC survival up: hiPSC single-cell survival enhancement; ATPlite luminescence; 100% = ROCK inhibitor wells, 0% = DMSO; 360,000 tested, 0.044% active; AID 602274; survival enhancement, % at 20 µM; in the data active = survival enhancement above about 18%;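 note: cells exposed to compounds for 16 hours before the ATP read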
Exocytosis inh: lytic granule exocytosis inhibition; TALL-104 LAMP-1 surface exposure, flow cytometry; cells stimulated with thapsigargin and PMA; inhibition, % at 10 µM; 360,000 tested, 0.66% active;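 active = inhibition above about 55%, limit read from the data; inconclusive = no clear call, values can overlap the other calls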
MC4R ag barr: activates human MC4R beta-arrestin recruitment; P32245; U2OS MC4R beta-arrestin complementation, luminescence; percent of melanotan II response, DMSO zero; activation, % at 8.9 µM; 360,000 tested, 0.98% active; AID 540308;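 active = activation above a per-plate cutoff, the mean activation of sample wells on that plate plus 3 SD, cut at about 8% in these data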
* marks the source's active call; other numbers are inactive results; ? = inconclusive; . = no result given. Rows are unselected. Share with any hit: about 4.5%.

no.	SMILES	MC4R antag cAMP	Cardio protect	HTR2A ag	aDG glyco act	ABCB6 inh MLPCN	Glyco luc inh	ABHD5-PLIN5 inh	iPSC survival up	Exocytosis inh	MC4R ag barr
1	Cc1ccc(S(=O)(=O)NC(=O)Nc2nccs2)cc1	9	0	7	0.2	97	-1	0	0.2	-4	-0.6
2	Cc1nc(N2CCOCC2)nc(OCCN(C)C)c1[N+](=O)[O-]	1	8	-1	0.1	102	0	2	-0.3	-2	-2.2
3	O=C(NCCO)C1CCN(C(=O)c2ccc(-c3ccccc3)cc2)CC1	3	5	-2	0.1	89	0	0	-0.7	-2	0.5
4	Cc1cc(NC(=O)c2ocnc2C)no1	9	4	4	-0.2	104	3	7	1.4	2	1.3
5	CSc1cccc(NC(=S)N(C(C)C)C(C)c2ccccn2)c1 (stereo not drawn)	2	-5	-1	0.3	99	2	-2	-0.7	-6	0.8
6	CCOC(=O)N1CCC(N2C(=O)c3ccccc3C2Nc2ccccc2)CC1 (stereo not drawn)	6	2	14	-0.2	100	2	5	2.5	-4	-1.2
7	Cc1cc(C)n(CC(=O)N/N=C/c2ccc([N+](=O)[O-])s2)n1	-7	0	-1	7.7	99	6	-7	-1.0	-1	-1.9
8	O=C(Nc1c2c(nn1-c1ccccc1)CS(=O)(=O)C2)c1ccc2c(c1)OCO2	-39	-4	2	0.1	98	2	0	0.2	1	-1.2
9	COc1ccccc1C(=O)NC(CCSC)C(=O)NC1CC1 (stereo not drawn)	3	4	-5	-0.2	103	4	0	-2.1	-1	-0.7
10	CC(C)(C)OC(=O)N(CCc1ccccc1)Cc1ccc(OCc2cccc(NC(=O)C3CCCC3)c2)cc1	1	-5	-2	0.1	99	-5	-2	0.4	2	-1.2
11	Nc1c2c(nn1-c1ccc(F)cc1)CSC2	2	-2	-2	-1.0	95	2	2	-0.3	11	-1.6
12	CC1CCCN(C(=O)C2CCN(CC(C)c3ccccc3)CC2)C1 (stereo not drawn)	4	2	-2	0.0	120	0	2	2.2	-3	0.9
13	CCCCN(CCCNC(=O)c1ccc(CS(=O)(=O)c2c(Cl)cccc2Cl)o1)Cc1ccccc1	-10	10	-13	-0.1	95	-3	3	-0.3	-1	-1.4
14	COc1ccc(CCNC(=O)C2CCC(CNS(=O)(=O)c3ccc(F)cc3)CC2)cc1OC (stereo not drawn)	14	8	-3	0.0	103	-2	-2	0.6	4	-1.0
15	Brc1ccc(-c2nc3ncccn3c2NC2CCCCC2)o1	14	-1	1	0.4	108	-1	-6	-3.4	1	1.7
16	COc1ccc(C(=O)Nc2ccc(Cl)c(S(=O)(=O)Nc3ccccc3OC)c2)cc1	16	-6	0	3.7*	96	-9	5	-0.8	13	-0.4
17	COc1ccc(-c2noc(CN3CCCCC3c3nccn3C)n2)cc1 (stereo not drawn)	18	5	2	0.2	97	-1	4	-0.3	0	-0.6
18	CCOc1ccccc1NC(=O)C1CCCN(S(=O)(=O)c2ccc3c(c2)CCCN3C(C)=O)C1 (stereo not drawn)	-1	-11	-3	0.2	98	-1	-4	6.2	-1	-0.7
19	Cc1ccc2c(c1)nnn2C1CCN(CC(=O)NCCc2nc3ccccc3[nH]2)CC1	-3	8	-5	-0.1	102	-2	12	-1.7	2	-1.3
20	O=C(NCc1ccncc1)C(=O)N/N=C/c1ccc(OCc2ccccc2)cc1	1	-14	8	1.4	95	4	-2	-0.1	-1	-1.2

Overlap with the part before: two entries, followed by the next part.
no.	SMILES	MC4R antag cAMP	Cardio protect	HTR2A ag	aDG glyco act	ABCB6 inh MLPCN	Glyco luc inh	ABHD5-PLIN5 inh	iPSC survival up	Exocytosis inh	MC4R ag barr
19	Cc1ccc2c(c1)nnn2C1CCN(CC(=O)NCCc2nc3ccccc3[nH]2)CC1	-3	8	-5	-0.1	102	-2	12	-1.7	2	-1.3
20	O=C(NCc1ccncc1)C(=O)N/N=C/c1ccc(OCc2ccccc2)cc1	1	-14	8	1.4	95	4	-2	-0.1	-1	-1.2
21	Cc1cc(O)c(NC(=O)c2ccc(Br)o2)cc1C	3	-7	-3	-0.2	95	-4	-3	-0.5	-1	-1.6
22	CC1CC(C)CN(C(=S)SCc2nc(N)nc(Nc3ccccc3)n2)C1 (stereo not drawn)	-5	-8	-4	0.2	101	5	-7	1.7	-9	2.4
23	COc1ccc([C@H]2C[C@H](O)[C@@H](n3cc(-c4ccc(F)cc4)nn3)CN2CC2CCCCC2)cc1	3	-12	-1	-0.3	94	-4	-4	0.4	7	-0.9
24	Cc1ccc(C)c2[nH]c(=O)c(CN(Cc3nnnn3C3CCCCC3)CC3CCCO3)cc12 (stereo not drawn)	9	18	1	-0.4	101	0	-8	3.6	-3	2.1
25	CC(C)(C)n1nc2c(c1NC(=O)Cc1ccc(F)cc1)CS(=O)(=O)C2	1	-3	1	0.1	105	0	-12	-0.6	-3	1.1
26	O=C(NCCc1ccccc1)c1ccc2nc(-c3ccco3)c(-c3ccco3)nc2c1	-5	40	0	-0.2	102	1	29*	1.5	-1	-1.5
27	Cc1ccc(C2CCN(C(=O)Nc3ccc(F)cc3)C2)cc1 (stereo not drawn)	0	-6	1	0.1	98	4	0	1.0	-7	0.0
28	O=C(Nc1ccccc1C(F)(F)F)c1cc(-c2ccccc2O)on1	6	-3	5	0.4	95	0	-8	-0.1	-1	2.3
29	CC1CCCC(C)N1C(=O)CSc1nnc(NC(=O)Cc2cccs2)s1 (stereo not drawn)	7	4	3	-0.1	97	0	-4	0.4	-2	-1.1
30	CC(=O)NCCNc1nc2cc(-c3ccc(C)cc3)sc2c(=O)n1C	2	7	0	0.0	98	0	5	-1.1	1	-0.3
31	C/C(=N\NC(=O)c1ccc2ccccc2c1)c1cccs1	-3	-13	-15	-0.1	95	-7	-5	-0.5	2	-3.5
32	COC(=O)C[C@H]1C=C[C@H](NC(=O)c2cccc(F)c2)[C@@H](CO)O1	.	.	4	0.0	.	.	7	.	-2	.
33	COc1ccc(/C=N/NC(=O)Cc2csc(Nc3cccc(C(F)(F)F)c3)n2)cc1C	-7	-3	-5	0.0	101	2	-12	1.9	-2	-1.2
34	CCOC(=O)c1cc(-c2csc(-c3ccc(C(C)(C)C)cc3)n2)on1	14	-4	2	0.0	100	1	-6	-0.6	-2	0.5
35	COc1ccc(C2Nc3ccccc3C(=O)N2NS(=O)(=O)c2ccccc2)cc1OC (stereo not drawn)	4	2	-1	0.0	93	0	-1	-0.7	4	-2.6
36	COc1cc(/C=N/NC(=O)Cn2cnc3c2c(=O)n(C)c(=O)n3C)ccc1O	6	2	2	0.1	89	1	6	-0.1	-4	-1.3
37	CCC(=O)Nc1ccc(N2CCN(C(=O)c3ccco3)CC2)c(Cl)c1	9	-2	-1	2.9	105	-4	5	-0.5	-20	1.0
38	CCCn1c(C(C)Nc2nc(-c3ccc(C)cc3)cs2)nc2cc(Cl)c(Cl)cc21 (stereo not drawn)	2	-3	-1	0.1	92	0	-5	-0.1	0	0.3
39	O=C1NC[C@H](CCCCN2C[C@H](Cc3ccc(O)cc3)N(CCc3ccccc3)C(=O)C2=O)N(CCC2CCCCC2)C1=O	.	.	3	0.1	97	.	13	0.4	-6	.
40	O=C(CC(SCCO)c1ccc2c(c1)OCO2)c1cccs1 (stereo not drawn)	14	-4	-10	0.2	97	2	8	-3.3	9	-1.9

Following part:
no.	SMILES	MC4R antag cAMP	Cardio protect	HTR2A ag	aDG glyco act	ABCB6 inh MLPCN	Glyco luc inh	ABHD5-PLIN5 inh	iPSC survival up	Exocytosis inh	MC4R ag barr
41	COC(=O)CNC(=O)CSc1nc(N)cc(=O)[nH]1	3	-1	4	-0.1	97	-1	1	0.5	-7	-1.9
42	COc1cc(C(=O)Nc2ccc(-n3cnnn3)c(C)c2)cc(OC)c1OC	-4	4	0	-0.3	92	6	-2	0.5	-5	1.7
43	CCOC(=O)/C(C#N)=C\c1ccc(N2CCN(C)CC2)cc1	-3	0	-3	-0.1	100	-1	3	0.4	11	-0.7
44	COc1ccc(Cc2c(O)nc(SCC(=O)NC(C)(C)C)[nH]c2=O)cc1	20	7	0	-0.2	97	0	1	0.9	-3	-0.8
45	COc1cc(C2NC(=O)NC(C)=C2C(C)=O)cc(OC)c1OC (stereo not drawn)	20	3	8	0.3	101	1	5	-0.2	-3	3.2
46	COc1ccc(C2=NOC(C(=O)NCc3ccco3)C2)cc1 (stereo not drawn)	-13	9	-4	-0.2	91	?	6	0.4	1	-1.7
47	CCOC(=O)c1cccc(N2C(=O)C3C(C(=O)NC4CC4)C4(C)C=CC3(O4)C2C(=O)NC(C)(C)C)c1 (stereo not drawn)	0	0	-4	-0.3	92	0	1	0.4	6	2.1
48	CCc1ccccc1NC(=O)CCc1nc(-c2ccc(C)cc2)no1	-3	-1	-1	-0.2	94	0	1	0.1	1	6.1
49	COc1ccc(-n2c(-c3cccc(C)c3[N+](=O)[O-])n[nH]c2=S)cc1	3	2	-4	-0.3	95	3	-8	-1.3	7	-1.9
50	COc1ccccc1OCCCn1c(=O)oc2ccccc21	8	4	0	0.1	92	-1	-2	-1.3	-3	-0.8
51	COc1ccccc1Nc1nc(NCC(C)C)nc(N)c1[N+](=O)[O-]	10	4	2	-0.2	100	-4	-3	-0.4	12	-0.6
52	COc1ccc(NC(=O)N(C)C[C@H]2Oc3ccc(NC(=O)Cn4cnnn4)cc3C(=O)N([C@H](C)CO)C[C@@H]2C)cc1	3	0	1	-0.2	100	3	-2	-0.4	5	-1.4
53	CN/N=C(\Cc1nc2ccccc2[nH]1)c1ccc([N+](=O)[O-])cc1	10	17	5	-0.4	110	-3	-4	-2.3	-3	-3.3

Bioassay records as filed in PubChem BioAssay.
